Screens (PubChem)
Kir21 block: Kir2.1 (mouse) channel inhibition. P35561. HEK293-Kir2.1, FluxOR thallium flux fluorescence; stronger effect = lower value. B-score at 10 µM. 0.85% of 310,000 active. AID 1672;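 active = fluorescence ratio B-score at or below minus 3 SD of library scores, with starting-brightness B-score within 2 SD, cut at about -4.2 in these data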;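 also: channel flux triggered by added potassium and thallium sulfate stimulus; B-score of peak minus minimum fluorescence over baseline after thallium stimulus; more negative B-score means stronger Kir2.1 block with less thallium influx; some compounds called inactive have numbers as strong as hits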
CHT inh: inhibitors of human choline transporter CHT. Q9GZV3. CHT-expressing cells, membrane potential dye, choline response; stronger effect = lower value. B-score at 10 µM. 0.86% of 310,000 active. AID 488975;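 active = B-score over 3 SD under the library average, and starting fluorescence ratio not unusually high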;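 also: choline stimulus applied at its EC90 after an EC20 pre-addition; B-score computed on integrated fluorescence ratio after choline addition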
KCNQ2 block: KCNQ2 channel blockers in CHO-K1 cells – cell-based, FluxOR thallium flux, B-score, primary screen (AID 2156); O88943; 20 min; stronger effect = lower value; B-score at 10 µM; 1.1% of 310,000 active;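 active = fluorescence ratio B-score at most minus 3 library SDs, with starting brightness B-score within 2 library SDs, cut at about -5.5 in these data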
Target sequence (O88943 whole entry, looked up): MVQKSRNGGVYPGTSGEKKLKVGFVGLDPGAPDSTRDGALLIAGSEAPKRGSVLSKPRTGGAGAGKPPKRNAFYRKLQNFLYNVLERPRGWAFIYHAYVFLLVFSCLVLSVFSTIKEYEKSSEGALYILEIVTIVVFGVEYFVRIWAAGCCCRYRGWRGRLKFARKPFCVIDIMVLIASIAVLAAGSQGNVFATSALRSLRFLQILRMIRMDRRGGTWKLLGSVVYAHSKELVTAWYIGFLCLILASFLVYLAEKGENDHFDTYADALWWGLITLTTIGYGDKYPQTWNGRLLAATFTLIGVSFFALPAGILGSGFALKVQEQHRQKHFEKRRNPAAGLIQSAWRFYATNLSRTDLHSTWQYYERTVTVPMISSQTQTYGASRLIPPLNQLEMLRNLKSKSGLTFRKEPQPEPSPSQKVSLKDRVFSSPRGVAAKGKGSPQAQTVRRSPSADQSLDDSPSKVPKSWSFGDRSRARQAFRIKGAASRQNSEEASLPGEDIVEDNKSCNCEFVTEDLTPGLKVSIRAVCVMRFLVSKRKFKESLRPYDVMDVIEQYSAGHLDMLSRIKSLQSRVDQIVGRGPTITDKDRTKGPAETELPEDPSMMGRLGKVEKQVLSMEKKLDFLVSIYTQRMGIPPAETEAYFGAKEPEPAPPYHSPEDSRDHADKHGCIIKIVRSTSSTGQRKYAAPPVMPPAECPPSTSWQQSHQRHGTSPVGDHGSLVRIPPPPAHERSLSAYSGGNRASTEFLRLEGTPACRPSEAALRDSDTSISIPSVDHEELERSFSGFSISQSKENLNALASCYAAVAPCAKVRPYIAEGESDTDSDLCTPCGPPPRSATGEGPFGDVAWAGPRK
Starred values were filed as active, the others as inactive; i = inactive; · = not tested or not shown.

SMILES	Kir21 block	CHT inh	KCNQ2 block
COC(=O)c1ccc(OCC(O)CN2CCN(C(=O)c3ccco3)CC2)cc1 (configuration not stated)	2.4	i	i
CN1CCN(c2cc(N3CCN(C(=O)c4ccco4)CC3)c3c4c(onc24)-c2ccccc2C3=O)CC1	-0.89	i	i
COc1ccc(-n2ncc3c(N4CCN(c5cccc(C)c5C)CC4)ncnc32)cc1	-1.6	i	i
CCCCNS(=O)(=O)c1cc(-c2nn(C)c(=O)c3ccccc23)ccc1C	0.62	i	i
COc1ccccc1N1CCN(S(=O)(=O)c2c(C)ccc3nsnc23)CC1	-0.03	i	i
CC1CCN(Cc2c(C#N)c3ccccc3n2C)CC1	-2	i	i
O=C(c1cc([N+](=O)[O-])ccc1N1CCN(S(=O)(=O)c2ccc(Cl)c(Cl)c2)CC1)N1CCOCC1	0.17	i	i
COC(=O)C1=CN(c2ccc(OC)cc2)C=C(C(=O)OC)C1c1cc(OC)c(OC)cc1OC	0.46	i	i
Cc1cccc(OC(C)c2ccnc3nc(/N=C/N(C)C)nn23)c1 (configuration not stated)	0.36	i	i
CCc1nc(N=C(N)N)nc2ccccc12	-0.02	i	i
CCOc1cc(/C=N/NC(=O)CCc2n[nH]c(=O)[nH]c2=O)ccc1O	-0.66	i	i
O=[N+]([O-])c1ccc(N2CCN(S(=O)(=O)c3ccccc3)CC2)cc1N1CCc2ccccc2C1	0.19	i	i
CCCC1CC(C(=O)NC(C(C)Cl)C2OC(SC)C(O)C(O)C2O)N(C)C1 (configuration not stated)	1.1	i	i
O=C(O)c1n[nH]c2c1CCCCC2	-2.8	i	i
Nc1nc2n(n1)C(c1cccc(Br)c1)CC(c1ccccc1)N2 (configuration not stated)	-0.73	i	i
CCOC(=O)N1CCC(N2C(=O)c3ccc(C(=O)O)cc3C2=O)CC1	-0.08	i	i
CS(=O)(=O)c1ccc(C(=O)OCC(=O)Nc2cccc(S(=O)(=O)N3CCCC3)c2)cc1	-0.12	i	i
O=C(OCC1CC(c2ccccc2)=NO1)c1ccc(Cl)cc1 (configuration not stated)	2	i	i
O=C(Cc1ccc([N+](=O)[O-])cc1)Nc1ccc2c(c1)C(=O)NC2=O	-0.21	i	i
COc1cc(CNS(=O)(=O)c2ccc3c(c2)CC(C)N3C(C)=O)cc(OC)c1OC (configuration not stated)	-0.81	i	i
CCCCCCC(=O)N1C/C=C\C(c2ccc(OC)cc2)N(Cc2ccc(F)cc2)C(=O)C1 (configuration not stated)	0.73	i	i
CN(C)c1nc(NCc2ccccc2)nc(SCC(N)=O)n1	-0.68	i	i
COc1ccc(-c2csc(NC(=O)c3ccc(OCC(=O)N4CCOCC4)c(OC)c3)n2)cc1	0.25	i	i
CCC(=O)Nc1cccc(NC(=S)NC(=O)c2ccccc2)c1	0.66	i	i
CC1CCCN(C(=O)CCc2nnc(-c3ccc4c(c3)OCO4)o2)C1 (configuration not stated)	-0.1	i	i
Cc1cc(C)c(C#N)c(Nc2ccccc2Cl)n1	-0.94	i	i
CC(C)N1C(=O)S/C(=C/c2ccc3c(c2)n(C)c(=O)n3C)C1=O	-1.1	i	i
O=C(c1ccccn1)N1CCCC(N2CCN(c3cccc(C(F)(F)F)c3)CC2)C1 (configuration not stated)	1.3	i	i
N#C/C(=C\c1ccccc1O)C(=O)Nc1cccnc1	1.2	i	i
Cc1c(NC(=O)CSc2nnnn2C)c(=O)n(-c2ccccc2)n1C	-0.24	i	i
CC(NC(=O)/C(=C/c1ccc(OC(F)F)cc1)c1ccccc1)c1ccccc1 (configuration not stated)	-1.1	i	i
N#Cc1cc2c([nH]c1=S)CCCC2	-1.1	i	i
O=S(=O)(CCN1CCOCC1)c1ccccc1	-0.56	i	i
COc1cc(OC)c(NC(=O)CN(C)S(=O)(=O)c2ccc(-c3ccc(=O)[nH]n3)s2)cc1Cl	0.01	i	i
CS(=O)(=O)c1ccc(Cl)c(NC(=O)C2CC(=O)N(c3ccc4c(c3)OCCO4)C2)c1 (configuration not stated)	1.1	i	i
CC(C)c1ccc(NC(=O)Cn2nnc(C(=O)NCc3ccco3)c2N)cc1	-2.6	i	i
O=C1N[C@@H](Cc2ccccc2)C(=O)N2[C@@H]3N(S(=O)(=O)c4ccc(F)cc4)c4ccccc4[C@]3(Br)C[C@@H]12	0.58	i	i
OC(CNCC1CCCCC1)COc1ccccc1 (configuration not stated)	-0.49	i	i
O=C(c1ccc(N2CCOCC2)cc1)N1CCCC(Nc2ccccc2)C1 (configuration not stated)	-0.61	i	i
Cc1cc(-c2nnc3n2N=C(c2ccccc2Br)CS3)n[nH]1	0.51	i	i
CCN(CC(=O)Nc1ccccc1-c1ccccc1)Cc1nc2ccccc2c(=O)[nH]1	0.72	i	i
CC1CCc2sc(C(=O)NN=C3CCC(c4ccccc4)CC3)cc2C1 (configuration not stated)	1.1	i	i
CCOC(=O)N1CCN(C(=O)c2cc(S(=O)(=O)N3CCc4ccccc43)ccc2OC)CC1	1.1	i	i
C=CCNc1nc(NCc2ccco2)nc(OCC)n1	0.06	i	i
COc1ccc(N2CCN(Cc3cc(=O)oc4cc5c(cc34)CCCC5)CC2)cc1	0.34	i	i
CC(=O)Nc1nc2c(C)c(Cl)ccc2s1	0.23	i	i
O=C(O)CN1C(=O)/C(=C\c2cccc(OCc3ccc(Cl)cc3Cl)c2)SC1=S	-1.9	i	i
CC1CC(C)CN(C(=O)Cn2c(=O)oc3cc(S(=O)(=O)N4CCCC4)ccc32)C1 (configuration not stated)	-0.03	i	i

Filtered by structure: the entries above with an aryl thioether with sulfur outside any ring.
SMILES	Kir21 block	CHT inh	KCNQ2 block
CN(C)c1nc(NCc2ccccc2)nc(SCC(N)=O)n1	-0.68	i	i
Cc1c(NC(=O)CSc2nnnn2C)c(=O)n(-c2ccccc2)n1C	-0.24	i	i

Fetched by compound from above, 2 records:
SMILES	Kir21 block	CHT inh	KCNQ2 block
CC1CCN(Cc2c(C#N)c3ccccc3n2C)CC1	-2	i	i
Cc1c(NC(=O)CSc2nnnn2C)c(=O)n(-c2ccccc2)n1C	-0.24	i	i

More structures:
SMILES	Kir21 block	CHT inh	KCNQ2 block
CCOc1ccc(NC(=O)C2(c3ccc(OC)c(OC)c3)CCCC2)cc1	-0.44	i	i
COc1ccc(NC(=O)c2oc3ccccc3c2CSC)cn1	-0.1	·	i
CCOC(=O)c1c(NC(=O)c2cccs2)sc2c1CC(C)(C)OC2	-2.5	i	i
COc1cccc(CNC(=O)c2cc3oc4ccccc4c3n2C)c1OC	1.1	i	i
O=C(OCn1nnc2ccccc2c1=O)c1cn(-c2ccccc2)nc1-c1cccnc1	0.89	i	i
COc1ccccc1N1CCN(C(=O)c2cc(C(=O)N3CCN(c4ccccc4OC)CC3)cc([N+](=O)[O-])c2)CC1	0.99	i	i
CCOC(=O)C1CCCN(C(=O)Cc2ccc(OC)c(OC)c2)C1 (configuration not stated)	1.4	i	i
O=C(O)CCSc1ccc([N+](=O)[O-])cc1[N+](=O)[O-]	1.8	i	i
FC(F)(F)c1ccc(-n2cn[nH]c2=S)cc1	1.6	i	i
Cc1cccc(-c2cc(=O)c(C(=O)O)cn2-c2ccc(F)cc2F)c1	-3.3	i	i
Cc1ccc2c(c1)N(CC(=O)NCc1cccs1)C(=O)C(C)O2 (configuration not stated)	0.85	i	i
Nn1c(SCc2ccccc2F)nnc1-c1cccnc1	0.14	i	i
COc1cccc(/C=C2\CCC(C3CCCC3)C2=O)c1 (configuration not stated)	0.03	i	i
O=S1(=O)c2ccccc2C(CCO)N1Cc1ccccc1 (configuration not stated)	-0.05	i	i
COc1cc(C=C2C(=O)OC(C)(C)OC2=O)cc(Cl)c1OCC(=O)Nc1ccccc1	2.8	i	i
Nc1nnc(SCC(=O)Nc2cc(C(F)(F)F)ccc2N2CCOCC2)s1	-0.91	i	i
CCn1c(SCC(=O)Nc2ccc3c(c2)OCCO3)nnc1-c1c[nH]c2ccccc12	0.37	i	i
CC1CCCC(NC(=O)CNC(=O)c2cccs2)C1C (configuration not stated)	-0.49	i	i
COc1cc(Br)cc(C(c2c(C)n(C)n(-c3ccccc3)c2=O)c2c(C)n(C)n(-c3ccccc3)c2=O)c1O	-0.06	i	i
Nc1nc(SCC(=O)OCc2ccccc2)[nH]c(=O)c1NC(=O)c1ccco1	-0.01	i	i
CC(=O)c1ccc(N(C(=O)CS(=O)CC(=O)Nc2ccc(F)cc2)C(C(=O)NC2CCCCC2)c2cccs2)cc1 (configuration not stated)	0.06	i	i
COc1ccc(CCN2C(=O)CSC2c2ccc(OC)c(OC)c2)cc1OC (configuration not stated)	-0.99	i	i
O=C(/C=C/c1ccccc1)OCCCCN=C1NS(=O)(=O)c2ccccc21	-0.82	i	i
CNS(=O)(=O)c1cccc(C(=O)OCC(=O)C23CC4CC(CC(C4)C2)C3)c1	0.67	i	i
O=C(CSc1n[nH]c(-c2ccccc2O)n1)N1CCOCC1	0.81	i	i
CCOc1cc(C2C(C(=O)c3ccccc3)=C(C(=O)OC)Nc3nnnn32)ccc1O (configuration not stated)	-0.03	i	i
CC1=C(C(=O)OCCBr)C(c2cccc3ccccc23)NC(=O)N1 (configuration not stated)	0.05	i	i
COc1cccc(N2CC(C(=O)Nc3nnc(SCC(=O)NC4CCCC4)s3)CC2=O)c1 (configuration not stated)	1.9	i	i
CCOC(=O)c1c(CSc2ccccc2)n(C)c2cc(Br)c(O)c(CN(C)C)c12	-1.2	i	i
Oc1cc(O)cc(-c2cc3ccc(O)cc3o2)c1	0	i	i
Cc1cc2oc(C(=O)NCCc3ccc(S(N)(=O)=O)cc3)c(C)c2cc1C	-0.46	i	i
Cc1cc(OCc2ccc(C(=O)NN=C3CCCC3)cc2)ccc1Cl	0.26	i	i
CC(C)(C)c1cc(NC(=O)c2c(F)cccc2Cl)n(-c2ccccc2)n1	-0.07	i	i
CCOC(=O)c1cc[n+](CC(=O)c2ccc(F)cc2)cc1	-0.35	i	i
COC(=O)c1ccc(SCC(=O)N2CCC(C)CC2)c([N+](=O)[O-])c1	-2	i	i
CC(C)C(NC(=O)c1ccccc1)C(=O)N/N=C\c1ccco1 (configuration not stated)	1.1	i	i

Record cards, from the list above. Order of screens: Kir21 block, CHT inh, KCNQ2 block
CC(C)C(NC(=O)c1ccccc1)C(=O)N/N=C\c1ccco1 (configuration not stated) is listed as 1.1, i, i
CCOc1cc(C2C(C(=O)c3ccccc3)=C(C(=O)OC)Nc3nnnn32)ccc1O (configuration not stated) is listed as -0.03, i, i
CCOC(=O)c1cc[n+](CC(=O)c2ccc(F)cc2)cc1 is listed as -0.35, i, i
COC(=O)c1ccc(SCC(=O)N2CCC(C)CC2)c([N+](=O)[O-])c1 is listed as -2, i, i
COc1cccc(N2CC(C(=O)Nc3nnc(SCC(=O)NC4CCCC4)s3)CC2=O)c1 (configuration not stated) is listed as 1.9, i, i

(more compounds)
SMILES	Kir21 block	CHT inh	KCNQ2 block
COc1ccc(S(=O)(=O)N2CCCC2)c(Cl)c1Cl	-0.04	i	i
N#Cc1ccc(CSc2nnc(-c3cccs3)n2-c2ccccc2)cc1	-2	i	i
CC(=O)Nc1nc(C)c(Oc2ccc(Cl)cc2)c(=O)[nH]1	-0.49	i	i
COc1ccc(C)cc1S(=O)(=O)NC1CCCCC1	-0.72	i	i
CCOC(=O)c1sc(-c2ccc(Cl)cc2)nc1O	-0.03	i	i
Cc1cccc(N2CC(C)Cn3c2nc2c3c(=O)[nH]c(=O)n2C)c1 (configuration not stated)	-0.51	i	i
CCOC(=O)CSc1nc2ccccc2c(=O)n1CC1CCC(C(=O)NCc2ccco2)CC1 (configuration not stated)	-1.7	i	i
Cc1cc(C)c(NC(=O)C2CCN(c3cnccn3)CC2)c(C)c1	-0.8	i	i
COc1cc(/C=C/C(=O)Nc2nnc(CC(C)C)s2)cc(OC)c1OC	-0.96	i	i
CCN(c1cccc(C)c1)S(=O)(=O)c1cn(CC(=O)OC)c2ccc([N+](=O)[O-])cc12	0.48	i	i
O=C(CSc1nc(-c2ccccc2)c(-c2ccccc2)[nH]1)NCC1CCCO1 (configuration not stated)	-0.14	i	i
CC(C)N1CCC(N2CCN(Cc3cccnc3)CC2CCO)CC1 (configuration not stated)	0.37	i	i

No new results follow: 2 of the compounds above.
SMILES	Kir21 block	CHT inh	KCNQ2 block
COc1cc(/C=C/C(=O)Nc2nnc(CC(C)C)s2)cc(OC)c1OC	-0.96	i	i
CCN(c1cccc(C)c1)S(=O)(=O)c1cn(CC(=O)OC)c2ccc([N+](=O)[O-])cc12	0.48	i	i

Additional entries.
SMILES	Kir21 block	CHT inh	KCNQ2 block
NC(=O)C(=O)NN=C1CCC(c2ccccc2)CC1 (configuration not stated)	0.98	i	i
CCn1c(SCC(=O)NCC2CCCO2)nnc1-c1c[nH]c2ccccc12 (configuration not stated)	2	i	i
S=C(NCCCN1CCOCC1)Nc1cccc(-c2nnc3n2CCCCC3)c1	-0.29	-5.2*	i
CC(=O)NC(=S)Nc1ccc(NC(=S)NC(=O)/C=C/c2ccco2)cc1	-0.95	i	i
CN(C)/C=N/c1cc(=O)[nH]c(=O)n1Cc1ccccc1	0.03	i	i
COc1ccccc1NC(=O)c1cnc2n(c1=O)CCS2	0.17	i	i
CCOC(=O)N1CCN(C2CCCN(C(=O)c3ccccc3SC)C2)CC1 (configuration not stated)	0.03	i	i
COc1cc(C(=O)Nc2cccc(S(=O)(=O)N3CCCC3)c2)c([N+](=O)[O-])cc1OC	-0.79	i	i
CC(C)CCOC(=O)C1[C@H]2C(=O)N(Cc3cccs3)C[C@]23C=C[C@H]1O3 (some centres not stated)	0.06	i	i
CC(=O)NC1CC2CCCC(C1)N2S(=O)(=O)c1ccccc1 (configuration not stated)	-1.6	i	i
